# Compound activity as filed in PubChem BioAssay.
# RAD52 anneal inh: inhibitors of human RAD52 DNA annealing; recombinant RAD52 DNA annealing, FRET fluorescence; inhibition, % at 18.7 µM; actives 0.46% (n = 360,000); AID 651710;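 active = every replicate showing at least 50% inhibition; inconclusive = mean inhibition at least 50% but not in every replicate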
# E-sel inducer: E-selectin induction on HUVECs | actives 0.37% (n = 260,000) | P16581 | activation, % at 7.58 µM | HUVEC E-selectin immunofluorescence imaging; normalized: neutral wells 0, TNF-alpha wells 100;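 active = mean E-selectin-positive cell signal at least 10% of the positive control, reached in at least 60% of replicates, without over 20% cell loss; inconclusive = no rule given, readout overlaps actives, possibly toxicity-flagged; inactive = the rest, including those meeting only one limit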;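 also: in these data hits start at about 27%; measured in HUVEC primary endothelial cells; signal is the percent of cells scored E-selectin positive by PE staining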
# Target sequence (P16581 whole entry, looked up): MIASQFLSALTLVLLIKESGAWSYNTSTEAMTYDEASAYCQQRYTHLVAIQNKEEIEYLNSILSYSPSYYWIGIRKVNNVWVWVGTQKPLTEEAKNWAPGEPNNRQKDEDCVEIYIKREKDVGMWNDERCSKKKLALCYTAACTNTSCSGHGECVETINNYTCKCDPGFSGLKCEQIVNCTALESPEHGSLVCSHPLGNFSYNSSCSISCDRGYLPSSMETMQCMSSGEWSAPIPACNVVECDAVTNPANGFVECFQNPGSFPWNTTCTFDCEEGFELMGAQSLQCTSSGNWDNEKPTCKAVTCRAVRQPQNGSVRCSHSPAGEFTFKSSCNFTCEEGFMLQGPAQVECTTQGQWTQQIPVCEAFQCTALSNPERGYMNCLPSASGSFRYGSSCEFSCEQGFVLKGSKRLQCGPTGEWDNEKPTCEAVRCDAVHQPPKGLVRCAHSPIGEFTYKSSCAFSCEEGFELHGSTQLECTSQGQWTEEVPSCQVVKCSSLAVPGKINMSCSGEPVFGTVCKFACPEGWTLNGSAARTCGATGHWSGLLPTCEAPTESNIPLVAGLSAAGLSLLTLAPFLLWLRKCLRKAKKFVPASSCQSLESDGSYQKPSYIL
#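 material = human umbilical vein endothelial cells (HUVEC), E-selectin induction | quantity = 3,000 cells/well | medium = EGM-2 growth medium on 0.1% gelatin-coated wells | technique = immunofluorescence imaging | read-out basis = % PE-positive cells | control set = TNF-alpha positive control, DMSO neutral control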
# CFTR F508del cor: CFTR F508del correction in bronchial cells. actives 0.36% (n = 350,000). CFBE cells, YFP halide quenching; stimulated with forskolin plus potentiator P3; % fluorescence drop versus neutral controls. AID 720511. activity (quench increase), % at 7.58 µM;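 active = mean added fluorescence quench of at least 8% versus neutral control, with both replicates also reaching 8%; inconclusive = only one of the mean or replicate conditions met; inactive = mean below 8% and not both replicates reaching 8%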;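 also: cells transiently co-express mutant CFTR-F508del with the halide-sensitive YFP; corrector assay measuring rescue of mutant channel to the surface after 24 h compound exposure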
# DENV2 CPE: protects cells from dengue virus 2 cytopathic effect | DENV2-infected cells, cytopathic effect rescue, plate reader | CPE inhibition, % at 9.99 µM | actives 1.7% (n = 350,000) | AID 651640; in the data active = CPE inhibition above about 20%, passing the limit was not always enough; inconclusive = no clear call, values can overlap the other calls; tested in BHK-21 cells;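 also: 0% = median of neutral control wells and 100% = median of positive control wells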
# Xi reactivation: reactivates the inactive X chromosome in mouse fibroblasts; AID 743238; XiGFP mouse fibroblasts, % GFP-positive cells imaging, 3 d; cells co-treated with 5-aza-dC sensitizer; scaled so ellipticine positive control = 100%; activation, % at 7.58 µM; actives 0.055% (n = 360,000);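 active = mean normalized replicate activation at least 10% and every replicate at or above 10%; inconclusive = only one of the two criteria met; inactive = mean below 10% and not all replicates reach 10%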;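 also: 0% = median of on-plate neutral control wells and 100% = ellipticine 6 µM median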
#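 System: 68-5-11 XiGFP fibroblast line | Buffer or medium: DMEM containing 5-aza-dC | Compound: Single point | Times: Compounds 3 days, fix/stain 15 min at room temperature | Benchmarks: Positive control ellipticine, 6 µM final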
# RAD54 inh: blocks human RAD54 Holliday junction branch migration. inhibition, % at 10.4 µM. FAM/BHQ fluorescence. actives 0.14% (n = 360,000);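 active = mean normalized replicate activity at least 40 and at least half of replicates scoring 40 or more; inconclusive = only one of the two criteria met; inactive = mean below 40 and under half of replicates reaching 40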;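 also: 0% = median of neutral control wells and 100% = median of positive control wells; inhibitors cause a drop in the FAM fluorescence signal; in these data hits start at about 50%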
# GSIS activator: primary screen for activators of insulin secretion dependent on glucose, INS-1E cells, GLuc reporter luminescence; INS-1E GLuc reporter insulin secretion, 2-3 h; activation, % at 16.6 µM; actives 0.61% (n = 370,000); AID 743287;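 active = lowest replicate activation of at least 40%, so every replicate reaches that level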;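 also: 0% = median of neutral control wells and 100% = median of IBMX positive control wells; some compounds called inactive have numbers as strong as hits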
# Casp6 inh: caspase-6 (human) enzyme inhibition; P55212; purified caspase-6, Z-VEID-R110 cleavage fluorescence; inhibition, % at 12.5 µM; actives 0.53% (n = 350,000);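 active = mean inhibition across replicates at least about 35%, with every replicate also reaching that limit, limit read from the data; inconclusive = only one of the two criteria met; inactive = neither criterion met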;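 also: 0% = median of neutral control wells and 100% = no fluorescence left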
# Target sequence (P55212 24-179 limits assumed): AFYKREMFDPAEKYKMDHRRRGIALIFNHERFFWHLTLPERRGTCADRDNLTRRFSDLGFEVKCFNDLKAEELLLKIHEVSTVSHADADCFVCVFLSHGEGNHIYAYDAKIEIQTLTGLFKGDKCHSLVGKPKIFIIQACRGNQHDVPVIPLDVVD
# Target sequence (P55212 194-293 limits assumed): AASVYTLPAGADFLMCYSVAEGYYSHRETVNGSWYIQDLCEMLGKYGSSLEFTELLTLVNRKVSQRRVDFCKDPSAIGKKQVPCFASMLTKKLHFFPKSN
# * = called active by the depositor; ? = inconclusive; nt = not tested or not shown.
SMILES,RAD52 anneal inh,E-sel inducer,CFTR F508del cor,DENV2 CPE,Xi reactivation,RAD54 inh,GSIS activator,Casp6 inh
C[C@@H]1CCCCO[C@H](CN(C)Cc2ccc(Cl)c(Cl)c2)[C@@H](C)CN([C@@H](C)CO)C(=O)c2cc(NC(=O)C3CCCCC3)ccc2O1,-14,-0.3,3.0,-2,0.0,2,-18,-1
COc1ccc(NC(=O)CSc2nccn2C)c([N+](=O)[O-])c1,-8,nt,-0.2,5,0.2,nt,0,1
COc1ccc(OC)c(S(=O)(=O)Nc2ccccc2O)c1,-16,15,0.3,-5,0.3,nt,18,0
O[C@@H]1CN(C2CCN(Cc3ccccc3)CC2)CC[C@H]1N1CCCCCC1,-48,-0.1,0.1,-3,0.2,-5,nt,-132
CCC(=O)N(C)C[C@H]1Oc2cc(-c3cccc(C#N)c3)ccc2S(=O)(=O)N([C@@H](C)CO)C[C@@H]1C,-10,-0.2,-1.2,0,0.1,-8,7,-2
COc1ccccc1OCC(=O)Nc1ccccc1C(=O)Nc1cccc(C(=O)O)c1,-14,0.8,-0.4,-4,-0.1,-14,9,0
Cc1ccccc1CS(=O)(=O)c1cn(CC(=O)N2CCOCC2)c2ccccc12,-1,nt,0.1,-3,0.3,3,-18,12
C[C@H](CO)N1C[C@H](C)[C@@H](CN(C)Cc2ccccc2)Oc2ncc(-c3cccc(F)c3)cc2C1=O,21,0.4,0.9,-3,-0.3,-1,5,1
CN(C)NC1CC(=O)N(c2ccccc2)C1=O (stereo not drawn),-10,nt,-0.1,6,0.0,2,-5,1
CC(=O)c1cccc(N(CC(=O)Nc2cc(C)cc(C)c2)S(C)(=O)=O)c1,-32,nt,-0.2,nt,0.0,nt,-8,5
COCCNC(=O)[C@H]1[C@H](CO)[C@H]2Cn3c(ccc(-c4ccccc4F)c3=O)[C@H]2N1C(=O)C1CC1,-7,0.0,-0.8,-3,0.1,-5,17,2
Cc1ccc(NCc2nc3ccccc3n2C)cc1C,-15,nt,-1.3,9,0.1,-1,-13,-1
N#C[C@@H]1[C@H](c2ccc(C3=CCCC3)cc2)[C@H](CO)N1C(=O)C1CC1,-18,0.0,-2.8,-2,-0.1,-20,-5,3
C[C@@H]1CCCCO[C@@H](CN(C)CC2CC2)[C@H](C)CN([C@@H](C)CO)C(=O)c2cc(NC(=O)Nc3ccccc3)ccc2O1,44,0.3,-1.5,-4,0.1,-1,1,-1
N=c1sccn1CC(=O)Nc1ccc(Cl)cc1[N+](=O)[O-],6,nt,1.4,12,-0.1,3,-3,-3
CCOc1ccc(S(=O)(=O)NCCc2cn3ccccc3n2)cc1,-6,1.1,0.0,-12,0.0,-2,-7,-1
COc1ccc(S(=O)(=O)N(C)C[C@@H]2Oc3ccc(NC(=O)Nc4cccc5ccccc45)cc3CC(=O)N([C@@H](C)CO)C[C@@H]2C)cc1,-4,?,-2.0,2,0.0,nt,8,1
Clc1ccc2nc(C3CCCCC3)c(Cc3ccccc3)n2c1,-22,0.0,-0.3,nt,-0.1,4,-8,3
Cc1ccc(OCCC(=O)Nc2ccc(S(=O)(=O)N3CCCC3)cc2)cc1,-10,nt,0.3,-10,-0.1,10,-46,2
CCc1ccccc1NC(=O)CNC(=O)c1cn(Cc2ccccc2)nc1-c1cccnc1,2,nt,2.1,6,0.0,-3,-7,-2

# 2 neighbouring compounds already listed:
SMILES,RAD52 anneal inh,E-sel inducer,CFTR F508del cor,DENV2 CPE,Xi reactivation,RAD54 inh,GSIS activator,Casp6 inh
C[C@@H]1CCCCO[C@H](CN(C)Cc2ccc(Cl)c(Cl)c2)[C@@H](C)CN([C@@H](C)CO)C(=O)c2cc(NC(=O)C3CCCCC3)ccc2O1,-14,-0.3,3.0,-2,0.0,2,-18,-1
COc1ccc(NC(=O)CSc2nccn2C)c([N+](=O)[O-])c1,-8,nt,-0.2,5,0.2,nt,0,1

# (continued)
SMILES,RAD52 anneal inh,E-sel inducer,CFTR F508del cor,DENV2 CPE,Xi reactivation,RAD54 inh,GSIS activator,Casp6 inh
CC1CCN(S(=O)(=O)c2ccc3c(c2)oc(=O)n3CC(=O)NCc2ccc3c(c2)OCO3)CC1,-18,-0.1,3.1,2,-0.2,-4,-22,-4
C[C@H]1CN([C@@H](C)CO)C(=O)Cc2cc(NC(=O)Cc3ccccc3)ccc2O[C@H]1CN(C)C(=O)NC1CCCCC1,6,-2.8,-1.0,19,0.2,1,-6,-1
CC(C)NC(=O)N(C)C[C@@H]1Oc2c(NC(=O)c3ccc(-c4nccs4)cc3)cccc2C(=O)N([C@@H](C)CO)C[C@H]1C,-3,52*,-0.3,1,0.1,-5,14,3
C[C@@H]1CCCCO[C@@H](CN(C)S(=O)(=O)c2ccc(Cl)cc2)[C@@H](C)CN([C@@H](C)CO)C(=O)c2cc(NC(=O)Nc3ccc4c(c3)OCO4)ccc2O1,-10,-0.1,-2.8,-9,0.0,10,30,0
COc1ccc(S(=O)(=O)N2CCC(C(=O)N[C@@H](C)C(=O)NCc3ccco3)CC2)cc1,-8,nt,1.7,-7,0.0,3,9,-1
CN(C(=O)c1ccc(Cl)c(S(=O)(=O)N2CCOCC2)c1)c1ccccc1C(=O)O,5,nt,-1.7,6,nt,nt,14,3
CCN(CC)S(=O)(=O)c1cc(C(=O)Nc2cc(C)on2)c(Cl)cc1Cl,-7,nt,3.0,3,0.8,6,-6,0
c1cnc(NCCSSCCNc2ncccn2)nc1,-7,0.6,-1.2,18,0.0,1,9,-1
O=C(NNC(=S)Nc1cccc(C(F)(F)F)c1)c1cccc(Cl)c1,3,0.1,nt,-8,0.0,nt,-46,6
O=C(O)c1ccccc1NC(=O)c1cc2ccccc2oc1=O,-15,nt,2.6,1,-0.1,-15,1,16
Cc1ccc(C(=O)CSc2nnc(-c3cccs3)n2C)o1,-13,8.5,4.1,-2,0.3,-5,-12,27
COc1cccc(CNCC2CCCO2)c1 (stereo not drawn),-21,nt,2.0,10,-0.1,-4,7,-1
COC(=O)[C@@H]1C[C@@]2(O)[C@@H](O)[C@@H](O)[C@@H](O)C[C@H]2N1Cc1ccc(C)s1,-1,1.1,1.1,11,0.0,-6,2,2
COCCNC(=O)C1CCCN(Cc2cccc(C(F)(F)F)c2)CC1 (stereo not drawn),-4,nt,-1.5,-4,0.0,-6,nt,-6
O=C(COc1ccc([N+](=O)[O-])cc1)Nc1ccc2[nH]c(=O)[nH]c2c1,-14,nt,-2.9,-6,-0.1,nt,-2,-2
Cc1noc(C)c1NC(=O)Nc1ccc2c(c1)C(=O)N([C@@H](C)CO)C[C@H](C)[C@H](CN(C)C(=O)NC(C)C)O2,-1,-0.1,1.8,2,0.1,2,24,2
CCOC(=O)N/N=C1\CC(C)CC(C)(C)C1 (stereo not drawn),0,2.7,nt,0,0.0,-3,17,-3
COC(=O)c1c(NC(C)=O)sc(C(=O)Nc2ccccc2)c1C,-6,-1.5,-0.7,-1,-0.1,4,nt,0
O=C(C[C@H]1CC[C@@H](NC(=O)Nc2ccc(F)cc2)[C@H](CO)O1)NCc1ccccn1,-1,-0.6,1.2,5,-0.5,-11,21,-3
Cc1ccc(-n2c(SCC(=O)N(C)C3CCS(=O)(=O)C3)nc3ccccc3c2=O)cc1 (stereo not drawn),-21,nt,-4.2,4,0.0,nt,4,4
CO[C@@H]1CN(C)C(=O)c2ccc(NC(C)=O)cc2OC[C@H](C)N(C(=O)c2cccnc2)C[C@H]1C,-3,-0.2,-1.1,-2,0.6,-4,-5,1
Cc1cc(C)cc(C(=O)OCC(=O)NCC(F)(F)F)c1,-6,-1.5,nt,-3,0.2,nt,24,-2
C/C=C/c1ccccc1[C@H]1[C@@H](CO)N(S(=O)(=O)c2cccc(F)c2)[C@H]1C#N,-5,-0.1,-0.9,-3,0.0,nt,-5,2
Cc1noc(C)c1NC(=O)Nc1ccc2c(c1)C(=O)N([C@H](C)CO)C[C@@H](C)[C@H](CN(C)Cc1ccc(C(F)(F)F)cc1)OCCCC[C@H](C)O2,13,0.0,0.7,9,-0.2,4,-4,3
COc1cccc(N/C(SC)=C(/C#N)C(=O)NCc2cccs2)c1,-4,nt,-0.4,0,0.0,nt,18,-2
CCCc1cc(=O)[nH]c(SCC(=O)Nc2cccc(S(=O)(=O)N3CCOCC3)c2)n1,-5,-0.4,-0.7,1,0.1,-22,8,0
O=C(NCc1ccc(Cl)cc1)C1CCCN1C(=O)Nc1ccccc1 (stereo not drawn),1,0.3,-3.0,1,0.1,-4,-2,6
Cc1ccc(-n2nc3c(c2NC(=O)CC(C)C)CS(=O)(=O)C3)cc1,-13,nt,-1.5,11,0.1,-6,21,-7
C=CCn1c(C(CC(C)C)CC(C)O)n[nH]c1=S (stereo not drawn),-11,nt,-1.5,6,0.0,nt,2,2
C[C@@H]1CN([C@@H](C)CO)C(=O)c2cc(-c3ccccc3)cnc2O[C@@H]1CN(C)C(=O)Nc1ccc2c(c1)OCO2,-7,-0.1,1.2,1,-0.2,3,-1,1
Cc1ccc(NC(=O)CCC(=O)OC(C)C(=O)c2ccccc2)cc1 (stereo not drawn),-4,nt,-0.3,4,0.0,-5,2,-1
CCCn1c(CCNc2nc(-c3cccc(Br)c3)cs2)nc2ccccc21,10,0.3,-4.0,0,-0.3,-3,-1,-2
COc1ccc(NC(=O)COn2nnc3ccc(Cl)cc32)cc1OC,-6,nt,-0.9,0,nt,-7,-9,1
COc1ccc(S(=O)(=O)N(C)C[C@H]2Oc3ccc(NS(=O)(=O)c4ccc(C)cc4)cc3C(=O)N([C@@H](C)CO)C[C@H]2C)cc1,18,5.4,1.5,19,0.3,nt,-12,2
CC(C)CNC(=O)COC(=O)c1ccc2c(c1)C(=O)N(Cc1ccco1)C2=O,-14,0.4,-0.9,12,0.5,2,8,0
CCc1ccc(NC(=O)CN2C(=O)CC(C)S(=O)(=O)c3ccccc32)cc1 (stereo not drawn),3,nt,2.0,-1,0.2,-13,13,3
CCn1c(-c2csc3c2CCC(C)C3)n[nH]c1=S (stereo not drawn),-5,nt,-1.8,nt,0.0,nt,-9,0
CCC(C)C(=O)Nc1cc(C(=O)OC)cc(C(=O)OC)c1 (stereo not drawn),-4,nt,0.5,0,nt,8,20,0
COc1ccc2c(c1)c(C(=O)N/N=C/c1cccc(Br)c1)c(C)n2C,-7,7.0,-2.6,0,0.0,nt,9,-2
CCOc1ccc(N(CC(=O)Nc2c(C)n(C)n(-c3ccccc3)c2=O)S(=O)(=O)c2ccccc2)cc1,-12,-0.1,-0.6,nt,-0.1,nt,-9,1
C[C@H](CO)N1C[C@H](C)[C@H](CN(C)CC2CC2)Oc2cc(C3=CCCCC3)ccc2S1(=O)=O,nt,0.7,2.5,nt,0.7,nt,-4,nt
Cc1c(NC(=O)Nc2ccc(Cl)cc2Cl)c(=O)n(-c2ccccc2)n1C,-12,1.4,1.0,0,0.2,nt,5,0
O=C(NC1CCCCCCC1)c1cc(F)c(F)cc1Cl,-6,nt,-2.9,nt,0.2,1,3,0
C[C@@H]1CN([C@@H](C)CO)C(=O)c2cc(N(C)C)ccc2O[C@@H]1CN(C)C(=O)Nc1cccc2ccccc12,1,39*,-4.6,-3,-1.2,0,-5,0
